DT40 TDP1 CPT: growth inhibition of DT40 Tdp1-/-;hTDP1 cells with camptothecin (screen for TDP1 inhibitors). actives 12% (n = 420,000). Potency, µM (titrated, usually from 46.2 µM), for the others: top-dose activity change, negative = growth inhibition, usual class: inhibitors. chicken DT40 Tdp1-/-;hTDP1 cells + 20 nM CPT, ATP luminescence, 48 h; also: nearly all actives have a fitted effect of over 55% in size
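Chicken DT40 Tdp1-/- cells complemented with human TDP1, 400 cells/well, exposed to compounds plus 20 nM camptothecin for at least 48 h at 37 C; viability read as ATP content by CellTiter-Glo luminescence.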
KAT2A inh: GCN5L2 (KAT2A) acetyltransferase inhibition. Q92830. GCN5L2 HAT assay, ThioGlo1 CoA-SH fluorescence. Potency, µM (top dose mostly 58.9 µM), for inactives: at the top dose activity change, negative = inhibition, most hits filed as inhibitors. actives 0.21% (n = 390,000)
Target sequence (Q92830 whole entry, looked up): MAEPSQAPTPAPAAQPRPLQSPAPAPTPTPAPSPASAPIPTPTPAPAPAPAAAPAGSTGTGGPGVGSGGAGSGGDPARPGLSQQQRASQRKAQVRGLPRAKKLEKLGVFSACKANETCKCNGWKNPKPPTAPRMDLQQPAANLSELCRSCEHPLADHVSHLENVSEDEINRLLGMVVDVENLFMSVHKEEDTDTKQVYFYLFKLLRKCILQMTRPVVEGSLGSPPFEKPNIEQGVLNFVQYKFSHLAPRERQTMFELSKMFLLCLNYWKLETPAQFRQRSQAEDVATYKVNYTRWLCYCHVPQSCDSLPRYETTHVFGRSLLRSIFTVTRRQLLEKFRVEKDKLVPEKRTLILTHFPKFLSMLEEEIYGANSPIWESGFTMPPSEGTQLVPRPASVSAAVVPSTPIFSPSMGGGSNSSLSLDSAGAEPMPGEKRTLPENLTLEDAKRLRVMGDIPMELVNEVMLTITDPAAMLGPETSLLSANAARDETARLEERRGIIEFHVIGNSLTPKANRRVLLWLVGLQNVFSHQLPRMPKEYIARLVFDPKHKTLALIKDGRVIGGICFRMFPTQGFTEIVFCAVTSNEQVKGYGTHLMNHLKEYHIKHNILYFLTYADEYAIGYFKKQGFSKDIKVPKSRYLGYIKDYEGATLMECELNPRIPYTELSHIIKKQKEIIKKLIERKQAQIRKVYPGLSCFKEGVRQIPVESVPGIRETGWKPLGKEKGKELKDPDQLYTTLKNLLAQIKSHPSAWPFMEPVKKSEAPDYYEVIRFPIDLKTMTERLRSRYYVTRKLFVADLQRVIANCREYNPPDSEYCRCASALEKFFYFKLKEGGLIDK
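Preincubate 20nM GCN5L2 with compound 15 min, RT → add 50uM ThioGlo1 + 75uM H3(1-25) + 70uM acetyl-CoA → read fluorescence 0 and 20 min. Primary qHTS; fluorescent artifacts likely.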
DT40 TDP1 no CPT: qHTS for Inhibitors of human tyrosyl-DNA phosphodiesterase 1 (TDP1): qHTS in cells in absence of CPT; DT40 Tdp1-/- hTDP1 cells, no CPT, ATP luminescence, 48 h; Potency, µM (highest dose often 46.2 µM), for the others: top-dose activity change, negative = growth inhibition, most hits filed as inhibitors; actives 15% (n = 420,000); also: nearly all actives have a fitted effect of over 55% in size
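Growth kinetics read by CellTiter-Glo luminescence after ≥48 hr at 37 °C. Cells: DT40 Tdp1-/- stably carrying human TDP1, 400 per well, compound exposure in the absence of CPT (DMSO vehicle).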
Numbers without * were called inactive; ? = inconclusive; · = no result given; [ ] = another dose, or the depositor's remark. Calls follow the shape of the dose curve; as a rule, active = well fitted curve in the direction sought with a large enough effect; inconclusive = small, poorly fitted or top-dose-only effect, or another doubt; inactive = no such curve, though single readings can be large; an effect the other way counts as inactive or inconclusive. % is scaled to controls: 0 for no effect and ±100 for the full control effect; potency is read from the fitted curve at half-maximal effect. No enrichment for hits; any-hit rate near 18%.

Values run as follows: DT40 TDP1 CPT, KAT2A inh, DT40 TDP1 no CPT
COc1ccc(NC2=CC(=O)CC(c3ccc(C)cc3)C2)c(OC)c1 (stereo not given)
→ ?, ·, ?
COc1ccc(OC)c(NC(=O)c2ccc(NC3=NC4CS(=O)(=O)CC4S3)cc2)c1 (stereo not given)
→ 7%, 7%, 3%
CC(C)Oc1cccc(C(=O)NC(=S)Nc2ccc(N3CCN(C)CC3)cc2)c1
→ ?, -4%, ?
Cc1nc2ccccc2c(=O)n1/N=C/c1ccc(OC(F)F)cc1
→ 15%, ?, -14%
CCCn1c(=N)n(CC(=O)c2ccco2)c2ccccc21
→ -24%, -10%, -19%
CC(=O)Nc1ccc(NC(=O)C2CCCN2S(=O)(=O)c2cccc(C(F)(F)F)c2)cc1 (stereo not given)
→ -24%, -2%, 8%
c1ccc(CN(Cc2ccccc2)c2nn[nH]n2)cc1
→ 15%, -5%, 9%
Nc1ncnc2c1nc(Cl)n2[C@@H]1O[C@H](CO)[C@@H](O)[C@@H]1O
→ 1µM*, ·, 5µM*
CCn1c(O)c(N=NC(=O)CNc2cccc(C)c2)c2ccccc21
→ 12%, -13%, ?
CCOCCCn1c(=S)[nH]c2cc(C(=O)NCCN(CC)CC)ccc2c1=O
→ -27%, -16%, -23%
CC1CCN(c2ncnc3c2cnn3-c2ccccc2)CC1
→ -2%, -3%, ?
Cc1cc(OCC(=O)OC(C)C(=O)NC2CC2)c(C(C)C)cc1Cl (stereo not given)
→ ?, ·, ?
CC(=O)Nc1cc2c(c(Cl)c1Cl)-c1ccccc1C2=O
→ -13%, ·, -18%
O=C(c1ccccc1)N1CCN(CC(O)COC2CCCCC2)CC1 (stereo not given)
→ 2%, 20%, -7%
CC(C)(C)c1cc(Cl)c(O)c(NC(=S)NC(=O)c2cccnc2)c1
→ 4.6µM*, 1%, 6.5µM*
CSc1nc(C)c(Oc2ccccc2)c(=O)n1C
→ -2%, -3%, -11%
CC(=O)Nc1c(C)nn(-c2ccccc2)c1N1CCC(C(=O)NCc2ccc(F)cc2)CC1
→ -22%, -3%, -7%
COC(=O)[C@]12CCCCC=C1N(Cc1ccccc1)C(=O)[C@H](CC(=O)NCc1ccc(OC)c(OC)c1)C2
→ 23µM*, ·, 23µM*
CCOC(=O)O[C@]1(C(=O)OCCl)CC[C@H]2[C@@H]3CCC4=CC(=O)C=C[C@]4(C)[C@H]3[C@@H](O)C[C@@]21C
→ -14%, ·, -5%
Cc1ccc(C(=O)N(CCN(C)C)CC2CCCN(Cc3ccccc3F)C2)cc1C (stereo not given)
→ ?, -4%, ?
COc1cc(C(=O)Nc2nc3ccccc3[nH]2)ccc1OC(F)F
→ 21µM*, -4%, 15µM*
Cc1ccc(C(=O)COC(=O)c2cccc(O)c2)s1
→ 8%, -1%, -8%
CCc1cnc2c(c1SCC(=O)NCc1ccc(C)cc1)c(=O)n(C)c(=O)n2C
→ ?, -11%, ?
CC(C)Cc1cc(C(=O)Nc2cc(Cl)ccc2Cl)no1
→ 1%, -17%, -21%
CCOC(=O)c1ccccc1NC(=O)Cn1cc(C(=O)c2cccc(OC)c2)c(=O)c2ccc(C)nc21
→ -5%, -8%, 1%
Cc1c(CC(=O)N2CCN(C(=O)C3COc4ccccc4O3)CC2)c(=O)oc2c(C)c(O)ccc12 (stereo not given)
→ ?, ?, ?
CCN(CC)CCCNC(=O)Cn1cnc2ccc(S(=O)(=O)N3CCC(C)CC3)cc2c1=O
→ 24%, -1%, -13%
CCC1CCCCN1CCCNC(=O)C1CCCN(c2nn3c(=O)cc(C)nc3s2)C1 (stereo not given)
→ -25%, -11%, 13%
Cc1nnc(SCC(=O)N2CCN(C(=O)c3ccco3)CC2)n1-c1ccccc1
→ -9%, -5%, 8%
O=C(Cc1ccc(F)cc1)Nc1cccc2cccnc12
→ -11%, 2%, -15%
Cc1n[nH]c(=S)n1/N=C/c1ccc(-c2ccccc2[N+](=O)[O-])o1
→ -13%, -6%, ?
C#CCOc1ccc(CNC[C@H]2O[C@@H](n3ccc(=O)[nH]c3=O)[C@H](O)[C@@H]2O)cc1
→ -7%, ·, -9%
COc1ccccc1NC(=O)Nc1nc(C(N)CC(C)C)cs1 (stereo not given)
→ 2.6µM*, ·, 0.26µM*
O=c1c2cc(Cl)ccc2oc2nc3n(c(=O)c12)CCCS3
→ -13%, -2%, ?
CCCc1nc(N2CCOCC2)c(C#N)c2c1CCCC2
→ -16%, -4%, ?
C/C=C/C(=O)N[C@@H]1c2ccccc2CC[C@@H]1OCc1ccccc1
→ -11%, -2%, -15%
CCN1CCN(C(=O)C2COc3ccccc3O2)CC1 (stereo not given)
→ 0%, 1%, 18%
Fc1ccc(CNc2ccc(CNc3ncn[nH]3)cc2)cc1
→ -9%, -1%, -26%
CN(C)S(=O)(=O)N1CCC(n2cnc3cccnc32)CC1
→ 0%, -7%, 0%
Cn1ccs/c1=N\C(=O)Nc1cccc(C(F)(F)F)c1
→ -5%, -2%, 13%
COc1ccccc1NC(=O)C(C)OC(=O)CCCc1c[nH]c2ccccc12 (stereo not given)
→ 3%, -8%, -3%
CCNc1oc(-c2ccc(OC)cc2)nc1S(=O)(=O)c1ccc(Br)cc1
→ -7%, -6%, -23%
O=C(NC(Cc1ccccc1)C(=O)O)/C(=C\c1ccc(Cl)cc1)NC(=O)c1ccccc1 (stereo not given)
→ 20%, -4%, -13%
COc1ccc2ccccc2c1CNCCN1CCOCC1
→ -21%, -15%, -2%
NNC(=O)CNc1cccc(Cl)c1
→ -6%, 3%, 2%
COc1cccc(CNC(=O)Cn2nc(C)c3sc4ccccc4c3c2=O)c1OC
→ -12%, -28%, -13%
CC(=O)c1c(C)[nH]c(C(=O)NC(C)c2ccccc2)c1C (stereo not given)
→ ?, 1%, 16µM*
CN(C(=O)c1ccc(NC(=O)Cc2ccc(NC(=O)C3CCN(C(=O)C4CCC4)CC3)cc2)cc1)C1CC1
→ -13%, -1%, -14%
COC(=O)c1ccc(COC(=O)CNC(=O)c2ccc(OC)cc2)cc1
→ 0%, -11%, -6%
Cc1nnc(CN(C)C(=O)c2cc(COc3ccc(C)c(C)c3)on2)o1
→ 2%, 1%, 10%
Cc1noc(C)c1COc1ccccc1C(=O)NNC(=O)C(C)Oc1ccccc1F (stereo not given)
→ -4%, 0%, -4%
CC(O)(C#CCN1CCCCCC1)c1ccccc1 (stereo not given)
→ 21%, 0%, -5%
CCOC(=O)c1ccccc1NC(=O)N1CCn2c(C)ccc2C1CC (stereo not given)
→ 23µM*, -20%, ?
COc1ccccc1CC(=O)Nc1cc2oc3ccccc3c2cc1OC
→ 26µM*, -8%, 16µM*
O=C(Nc1n[nH]c(=S)s1)c1ccc2ccccc2c1
→ -9%, -13%, 3%
COc1ccc(OC)c(NC(=O)C2CCCN(S(=O)(=O)c3cccc4cccnc34)C2)c1 (stereo not given)
→ ?, -8%, 13µM*
COC(=O)c1cn(NC(=O)CC2CCCCC2)c(=O)c2ccccc12
→ -18%, 1%, -9%
CNC(=O)N1c2ccccc2NC(=O)CC1C (stereo not given)
→ 4%, -2%, 3%
CS(=O)(=O)c1ccc(C(=O)NC2CCCCC2)cc1
→ -7%, 3%, -5%
N#C/C(C(=O)NCc1ccco1)=C1/SC(Cc2ccc(Cl)cc2)C(=O)N1c1ccccc1 (stereo not given)
→ ?, 1%, ?

Part of the list above, bar-delimited:
structure | DT40 TDP1 CPT | KAT2A inh | DT40 TDP1 no CPT
COc1ccccc1CC(=O)Nc1cc2oc3ccccc3c2cc1OC | 26µM* | -8% | 16µM*
CN(C(=O)c1ccc(NC(=O)Cc2ccc(NC(=O)C3CCN(C(=O)C4CCC4)CC3)cc2)cc1)C1CC1 | -13% | -1% | -14%
NNC(=O)CNc1cccc(Cl)c1 | -6% | 3% | 2%
CCOC(=O)c1ccccc1NC(=O)Cn1cc(C(=O)c2cccc(OC)c2)c(=O)c2ccc(C)nc21 | -5% | -8% | 1%

(further entries)
Values run as follows: DT40 TDP1 CPT, KAT2A inh, DT40 TDP1 no CPT
CCOC(=O)c1sc(=NC(=O)c2cccs2)n(C)c1C
→ 1%, 7%, -16%
N#C/C(=C\c1cn(-c2ccccc2)nc1-c1cccnc1)c1nnc2n1CCCCC2
→ ?, -22%[0.501 µM], ?
C=C(C)CSc1nncn1/N=C/c1ccc(OC)cc1
→ -13%, -9%, -23%
O=C(Nc1nccs1)c1ccc(NC(=O)C2CC=CCC2C(=O)O)cc1 (stereo not given)
→ -2%, -2%, 0%
C[C@H](CO)N1C[C@H](C)[C@@H](CN(C)S(=O)(=O)c2ccccc2)Oc2ccc(NS(=O)(=O)c3ccccc3)cc2C1=O
→ ?, 0%, -20%
CCCC(=O)NCCc1nc2ccccc2n1C
→ -22%, -1%, 11%
Cc1cc(C)nc(SCC(=O)Nc2ccc(N3CCOCC3)cc2)n1
→ -27%, -2%, ?
CS/C(=C\[N+](=O)[O-])Nc1ccccc1
→ -6%, ·, -28%
COc1cccc(C(=O)NCC2Cc3cccc(-c4cccnc4)c3O2)c1 (stereo not given)
→ -12%[9.04 µM], ·, ?
CCc1ccc(-c2cc(C(F)(F)F)n3nc(C(=O)Nc4c(C)nn(Cc5ccccc5C)c4C)cc3n2)s1
→ 18µM*, 1%, 16µM*
COc1ccccc1NS(=O)(=O)c1ccc(NC(=O)Cc2cccs2)cc1
→ ?, -4%, ?
O=C(NCCNc1ccc([N+](=O)[O-])cc1)c1ccc(Cl)cc1
→ -1%, -7%, -23%
CCCC(=O)NC(=S)Nc1ccccc1C(=O)OC
→ -3%, -2%, ?
CC1(C)CN(O)CCN1O
→ 2%, 11%, 1%
COc1cccc(S(=O)(=O)N(C)C[C@H]2OCc3cnnn3CCCC(=O)N([C@H](C)CO)C[C@@H]2C)c1
→ 13%, ·, -2%
CC(C)(CO)CNC(=O)CCc1nnc(-c2ccc(-c3ccccc3)cc2)o1
→ ?, 0%, 21µM*
CC(CCN1CCOCC1)c1ccccc1 (stereo not given)
→ -3%, -2%, 7%
O=C(CSc1nnc(CNC(=O)c2c(F)cccc2F)o1)NCC1CCCO1 (stereo not given)
→ -2%, -15%, -7%
Cc1nc2ccc(S(=O)(=O)NC(C(=O)N3CCCCCC3)C(C)C)cc2s1 (stereo not given)
→ -3%, -4%, -16%
COc1ccc(C)cc1NC(=O)C(NC(=O)c1cc(OC)c(OC)c(OC)c1)C(C)C (stereo not given)
→ -27%, 3%, -23%

Arranged by SMILES length (descending): part of the list above
Values run as follows: DT40 TDP1 CPT, KAT2A inh, DT40 TDP1 no CPT
N#C/C(=C\c1cn(-c2ccccc2)nc1-c1cccnc1)c1nnc2n1CCCCC2
→ ?, -22%[0.501 µM], ?
COc1cccc(C(=O)NCC2Cc3cccc(-c4cccnc4)c3O2)c1 (stereo not given)
→ -12%[9.04 µM], ·, ?
CC1(C)CN(O)CCN1O
→ 2%, 11%, 1%

Continuation.
Values run as follows: DT40 TDP1 CPT, KAT2A inh, DT40 TDP1 no CPT
Cc1ccc(S(=O)(=O)Nc2cccc(-c3ccc(N4CCCCC4)nn3)c2)s1
→ ?, 0%, ?
CCOC(=O)c1ccc(NC(=O)CC2C(=O)N(c3cccc(OC)c3)C(=O)N2CCOC)cc1 (stereo not given)
→ -25%, -1%, -22%
Cn1c2ccc(F)cc2c2ncn(CC3CCCO3)c(=O)c21 (stereo not given)
→ -21%, 0%, -25%
O=C(NCCCN1CCOCC1)c1ccc(N2CCOCC2)c([N+](=O)[O-])c1
→ 1%, -13%, 4%
Cc1nnsc1C(=O)Nc1cccc(Cl)c1C
→ 11%, -6%, -2%
CCOC(=O)C(Cc1c[nH]c2cc([N+](=O)[O-])ccc12)(NC(C)=O)C(=O)OCC
→ -26%, ·, -20%
CC(=O)c1ccc(NC(=O)c2cc(C)nc3ccccc23)cc1
→ -7%, -10%, -19%
COc1ccccc1-c1nnc(SCC(=O)NC2CCCCC2)n1C
→ 6%, -6%, -11%
CCCn1c(/C=C/c2ccco2)nc2ccccc21
→ 16µM*, 17%, ?
Cc1ccc(S(=O)(=O)N2[C@@H](c3ccccc3)C(C(=O)O)=CC[C@H]2c2cccs2)cc1
→ 1%, -2%, -7%
COc1cc2ncnc(NCc3ccc(C)cc3)c2cc1OC
→ ?, -2%, 23µM*
Cc1ccc(C(C(=O)NC2CCCCC2)N(C(=O)c2csnn2)C2CC2)cc1 (stereo not given)
→ ?, -3%, ?
COc1cccc(NC(=O)c2ccc(S(=O)(=O)N(C)C)cc2)c1
→ -2%, -6%, 2%
C#CCOCCOCCOCCNc1nc(N2CCN(C(=O)[C@H](Cc3ccc(O)cc3)n3cc([C@@H](N)C(C)CC)nn3)CC2)nc(N2CCN(C(=O)[C@H](CCCCN)n3cc([C@@H](N)CO)nn3)CC2)n1 (stereo not given in full)
→ -1%, 4%, 2%

Compound activity from PubChem.
